Compound activity as filed in PubChem BioAssay.
ERAP1 inh: blocks human ERAP1 aminopeptidase activity. Q9NZ08. recombinant ERAP1, Leu-AMC fluorescence, 60 min. inhibition, % at 10.7 µM. actives 0.15% (n = 340,000). AID 652197;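 active = mean replicate inhibition of at least 30%, or all replicates individually reaching that 30% level; inactive = mean below 30% and not every replicate reaching it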;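 also: 0% = neutral control wells and 100% = L-leucinethiol positive control wells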
ERp5 inh: blocks human ERp5 reductase activity on insulin | Q15084 | ERp5 insulin aggregation, absorbance 650 nm, 90 min | inhibition, % at 9.99 µM | actives 0.05% (n = 350,000) | AID 651711;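 active = mean replicate inhibition above about 25%, with every replicate also reaching it, limit read from the data, passing the limit was not always enough; inconclusive = only one of those two criteria met; inactive = neither criterion met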
RAD52 anneal inh: inhibitors of human RAD52 DNA annealing; P43351; recombinant RAD52 DNA annealing, FRET fluorescence; inhibition, % at 18.7 µM; actives 0.46% (n = 360,000); AID 651710;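 active = every replicate showing at least 50% inhibition; inconclusive = mean inhibition at least 50% but not in every replicate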
RAD54 inh: blocks human RAD54 Holliday junction branch migration. actives 0.14% (n = 360,000). FAM/BHQ fluorescence. Q92698. inhibition, % at 10.4 µM;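 active = mean normalized replicate activity at least 40 and at least half of replicates scoring 40 or more; inconclusive = only one of the two criteria met; inactive = mean below 40 and under half of replicates reaching 40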;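 also: 0% = median of neutral control wells and 100% = median of positive control wells; inhibitors cause a drop in the FAM fluorescence signal; in these data hits start at about 50%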
esBAF inh: blocks esBAF chromatin remodeling in mouse ES cells | Bmi1-luciferase knock-in reporter, 24 h; 100% = twice the neutral-well signal | reporter increase, % at 12.5 µM | actives 2% (n = 350,000) | AID 602393; in the data active = activation above about 40%; inconclusive = no clear call, values can overlap the other calls;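 also: 0% = median of the plate's neutral control wells and 100% = double that signal; a rise in the Bmi1 reporter signal indicates esBAF inhibition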
S100A4 inh HTS: blocks human S100A4 binding to myosin IIA peptide; P26447; S100A4/TAMRA-MyoIIA peptide fluorescence polarization; inhibition, % at 10.7 µM; actives 0.14% (n = 360,000); AID 652163;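 active = mean inhibition of at least 70% across replicates, with every replicate also reaching that level; inconclusive = mean inhibition reaches 70% but some replicates fall short; inactive = mean inhibition below 70%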
Target sequence (P26447 whole entry, looked up): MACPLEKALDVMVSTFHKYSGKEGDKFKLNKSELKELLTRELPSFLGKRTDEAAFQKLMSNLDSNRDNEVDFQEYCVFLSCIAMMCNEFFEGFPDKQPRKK
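Compound dosing: one dose per compound; test system: human S100A4 monomer with TAMRA-labelled myosin IIA peptide; probe or stimulus: TAMRA-labelled myosin IIA heavy-chain peptide probe, 5 nM; medium: HEPES buffer with Ca2+, pH 7.2; schedule: 5 min incubation before reading; benchmarks: neutral control DMSO, positive control TFP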
XiGFP reactiv: activators of X-chromosome reactivation in mouse fibroblasts; XiGFP mouse fibroblasts, % GFP-positive cells imaging, 3 d; cells co-treated with 5-aza-dC sensitizer; scaled so ellipticine positive control = 100%; activation, % at 7.58 µM; actives 0.055% (n = 360,000);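 active = mean normalized replicate activation at least 10% and every replicate at or above 10%; inconclusive = only one of the two criteria met; inactive = mean below 10% and not all replicates reach 10%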;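 also: 0% = median of on-plate neutral control wells and 100% = ellipticine 6 µM median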
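Assay system – SV40-immortalized XiGFP fibroblast cells, line 68-5-11 · Buffer or medium – DMEM supplemented with 5-aza-dC as sensitizing agent · Dosing – one concentration, pinned · Benchmarks – positive control ellipticine, 6 µM final · Times – 3 days compound exposure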
E-selectin induc: E-selectin induction on HUVECs; HUVEC E-selectin immunofluorescence imaging; normalized: neutral wells 0, TNF-alpha wells 100; activation, % at 7.58 µM; actives 0.37% (n = 260,000);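 active = mean E-selectin-positive cell signal at least 10% of the positive control, reached in at least 60% of replicates, without over 20% cell loss; inconclusive = no rule given, readout overlaps actives, possibly toxicity-flagged; inactive = the rest, including those meeting only one limit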;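 also: in these data hits start at about 27%; measured in HUVEC primary endothelial cells; signal is the percent of cells scored E-selectin positive by PE staining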
Target sequence (P16581 whole entry, looked up): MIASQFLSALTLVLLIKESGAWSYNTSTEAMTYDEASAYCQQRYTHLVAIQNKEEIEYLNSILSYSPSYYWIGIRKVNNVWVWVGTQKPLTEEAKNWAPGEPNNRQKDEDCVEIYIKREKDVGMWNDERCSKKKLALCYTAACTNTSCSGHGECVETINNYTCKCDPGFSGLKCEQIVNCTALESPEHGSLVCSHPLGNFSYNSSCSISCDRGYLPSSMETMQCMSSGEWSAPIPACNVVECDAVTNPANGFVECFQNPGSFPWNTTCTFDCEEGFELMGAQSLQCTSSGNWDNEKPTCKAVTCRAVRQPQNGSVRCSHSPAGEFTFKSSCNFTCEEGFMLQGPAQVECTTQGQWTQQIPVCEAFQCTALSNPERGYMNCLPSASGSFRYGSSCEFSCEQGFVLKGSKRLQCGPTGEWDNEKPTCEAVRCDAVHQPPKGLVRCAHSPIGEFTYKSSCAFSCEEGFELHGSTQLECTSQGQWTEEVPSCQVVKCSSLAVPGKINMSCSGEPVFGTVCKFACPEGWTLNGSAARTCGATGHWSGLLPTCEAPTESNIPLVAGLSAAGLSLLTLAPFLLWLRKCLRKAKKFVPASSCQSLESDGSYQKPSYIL
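assay system = HUVEC, human umbilical vein endothelial cells | input = 3,000 HUVEC seeded per well | medium = EGM-2 growth medium on 0.1% gelatin-coated wells | dosing = one compound dose added by pin transfer | signal = immunofluorescence imaging | read-out basis = % PE-positive cells | control set = TNF-alpha, DMSO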
Active calls of the source: *; ? = inconclusive; nt = not tested or not shown. The order is random; any-hit rate near 2.5%.

SMILES	ERAP1 inh	ERp5 inh	RAD52 anneal inh	RAD54 inh	esBAF inh	S100A4 inh HTS	XiGFP reactiv	E-selectin induc
CCCC#Cc1ccc2c(c1)O[C@H](CN(C)C(=O)c1cnccn1)[C@H](C)CN([C@@H](C)CO)S2(=O)=O	1	6	-13	1	-6	0	0.0	0.2
O=C(CN1CCOCC1)Nc1nc2ccc(Cl)cc2s1	0	1	-15	1	21	-11	0.0	nt
COc1ccc(CNS(=O)(=O)c2cc(Br)cc3c2N(C(C)=O)C(C)C3)cc1 (configuration not stated)	1	4	-6	-3	2	-2	0.0	nt
COc1ccc(NC(=O)Nc2cccc3c2O[C@@H](CN(C)C(=O)Nc2ccc(OC)cc2)[C@@H](C)CN([C@H](C)CO)C3=O)cc1	-1	4	-21	4	2	1	-0.1	-0.1
CO[C@@H]1CC[C@@H]2CCOc3ccc(C#N)cc3C(=O)N(C)CCCC(=O)N(C)C[C@@H]1O2	1	-2	1	-1	-4	24	0.0	0.0
Cc1nn(CCC(=O)NNC(=S)Nc2ccccc2)c(C)c1Br	-1	3	-12	-13	-2	-1	1.0	nt
CC(C)CNC(=O)[C@H](Cc1ccccc1)NC(=O)c1cccs1	2	2	-6	nt	1	-1	0.0	0.3
COc1ccc(S(=O)(=O)N(C)C[C@@H]2Oc3ccc(NS(=O)(=O)c4ccc(Cl)cc4)cc3C(=O)N([C@H](C)CO)C[C@@H]2C)cc1	2	4	11	-28	0	-7	-1.2	0.2
CNC[C@H]1Oc2cc(C#CCN(C)C)ccc2S(=O)(=O)N([C@H](C)CO)C[C@H]1C	2	-1	3	-7	-1	-2	0.1	0.6
COc1ccccc1C(=O)NC(=O)COC(=O)C1(C)CC1(Cl)Cl (configuration not stated)	0	-1	-3	-4	nt	-5	0.2	nt
CN(c1ccccc1)S(=O)(=O)c1ccc(C(=O)OCC(=O)NCc2cccs2)cc1	0	-5	-15	nt	nt	-2	0.0	1.5
O=C(C1CCN(S(=O)(=O)c2c(Cl)cccc2Cl)CC1)N1CCCC1	0	-4	-2	7	11	-1	-0.2	nt
Cc1ccnn1C(C)C(=O)O (configuration not stated)	8	-2	-9	nt	nt	2	0.1	nt
O=C(CCc1nnc2ccc(NCc3ccco3)nn12)Nc1ccccn1	3	-4	-14	-3	-5	2	0.0	-0.8
CCN1C(=NCCc2ccccn2)N[C@@H](c2cccc(F)c2)C(C(=O)OC)=C1C	-2	-5	-14	-1	-10	-2	0.0	-0.2
COc1ccc(OC)c(-c2csc(NC(=O)Cc3ccccc3)n2)c1	-3	2	-9	0	9	-2	0.0	nt
Cc1ccc(C)c(S(=O)(=O)NCCC(=O)N2CCCC(C(N)=O)C2)c1 (configuration not stated)	1	nt	-9	6	0	-1	1.5	-2.2
Cc1noc(C)c1NC(=O)N(C)C[C@H]1OCCCC[C@@H](C)Oc2ccc(NC(=O)c3ccccc3)cc2C(=O)N([C@@H](C)CO)C[C@@H]1C	1	-1	17	-2	0	-5	0.1	-0.1
CC(C)=NOc1nc(N(C)C)nc(N2CCOCC2)n1	-3	-1	-4	-12	nt	2	0.0	0.2
Cc1ccc(S(=O)(=O)Nc2ccc3c(c2)C(=O)N([C@@H](C)CO)C[C@H](C)[C@@H](CN(C)Cc2ccncc2)OCCCC[C@@H](C)O3)cc1	-5	0	22	1	-2	-4	0.0	nt
COc1ccccc1-n1c(SCC(=O)N2CCc3ccccc32)nc2c(c1=O)SCC2	3	-9	-14	-7	12	0	0.1	-0.1
O=C(CNS(=O)(=O)c1ccccc1)NCC(=O)OCc1ccc(Br)cc1	-3	6	-17	nt	nt	2	0.0	nt
O=C(/C=C(\O)c1ccccc1)C(=O)NNC(=O)c1ccccc1[N+](=O)[O-]	3	5	-18	-9	0	3	0.3	-0.2
COc1ccc2c3c([nH]c2c1)[C@H](CO)N(C(=O)Nc1ccc(F)cc1)CC31CN(C(=O)Cc2ccncc2)C1	5	0	1	nt	nt	-1	0.2	0.2
C=CCSc1nnc2c(n1)[nH]c1c(C)cccc12	6	-5	-8	2	34	0	nt	nt
O=C(CCCn1c(SCC(=O)NCCc2ccccc2)nc2ccccc2c1=O)NCC1CCCO1 (configuration not stated)	-2	3	-11	-1	-7	0	0.4	-0.1
O=C(O)c1cscc1Cc1cccs1	-2	2	-11	nt	nt	5	0.0	0.0
C[C@@H]1CN([C@H](C)CO)C(=O)c2cccc(NS(=O)(=O)c3ccccc3)c2O[C@@H]1CN(C)S(=O)(=O)c1cccs1	-3	8	4	nt	4	-1	-1.0	-0.1
Cc1cc(C)c(C)c(OCC(O)CN2CCN(c3ccccn3)CC2)c1 (configuration not stated)	-2	3	1	-21	0	0	0.0	nt
COc1cc(NC(=O)CN2CCCCCC2)cc(OC)c1	3	1	-9	nt	-4	-10	0.0	0.4
CC1CN(S(=O)(=O)c2cccc(C(=O)Nc3ccccc3N3CCCC3)c2)CC(C)O1 (configuration not stated)	-1	3	4	5	-4	15	0.1	-3.9
COCC(=O)N(C[C@@H]1N[C@@H](CO)[C@@H]1c1ccc(C2=CCCC2)cc1)C(C)C	nt	nt	nt	1	4	nt	-0.1	-0.1
O=C(CC1SC(N2CCCC2)=NC1=O)Nc1ccc(C(=O)NCCc2ccc(F)cc2)cc1 (configuration not stated)	1	-4	-17	6	2	-3	0.3	nt
COc1cc(C)ccc1OCc1cc(C(=O)N(C)CCCN2CCOCC2)no1	-2	3	-16	7	74*	-26	0.0	0.0
CN(CCc1ccccc1)C(=O)c1cc(COc2cccc(C(F)(F)F)c2)on1	0	1	-5	-17	18	1	0.0	nt
CC(=O)N1[C@@H]2Cn3c(cccc3=O)[C@H]1[C@@H](C(=O)NCc1ccc(F)cc1)[C@@H]2CO	3	-2	11	20	-3	0	0.4	-0.3
C[C@@H]1CCCCO[C@H](CN(C)Cc2ccc(C(=O)O)cc2)[C@H](C)CN([C@@H](C)CO)C(=O)c2cc(NC(=O)Nc3ccc4c(c3)OCO4)ccc2O1	1	-2	8	-4	-1	-3	-1.1	-0.2
COc1ccc(Cl)cc1NC(=S)NN1CCOCC1	-2	-1	-4	nt	nt	-3	0.0	nt
Cc1cc(=O)oc(C)c1C(=O)NNC(=O)C1(C)CC1Br (configuration not stated)	nt	4	-9	-9	nt	1	0.5	3.8
CCN(CC(=O)NCc1cccs1)C(=O)c1ccc(-c2ccccc2F)o1	0	6	-5	-3	39	-13	-0.1	nt
CCN(CC(=O)Nc1c(F)cccc1F)C(=O)CN1C(=O)NC2(CCCC2)C1=O	-1	3	-12	6	nt	-10	0.0	0.1
COc1ccccc1C(=O)NC(=S)Nc1cc(C(=O)O)ccc1C	1	-1	-3	nt	nt	3	0.0	nt
CC(=O)N1CC(=O)N2[C@H](CO)[C@H](c3ccc(C#Cc4cccnc4)cc3)[C@@H]2C1	-1	0	15	nt	nt	-15	0.6	0.7
CSc1ccc(CN(C)C(=O)CSCC(=O)Nc2cc(C)on2)cc1	0	-3	-3	-5	0	-9	0.4	nt
COc1cc2c(cc1OC)C(C)N(C(=O)CCNC(=O)c1ccccc1)CC2 (configuration not stated)	2	-4	-14	3	-1	0	0.1	nt
CCOCCOc1cc(NCc2ccccc2)c2ncn(C(C)C)c2c1	2	-4	-10	-7	-1	0	0.0	0.1
CC1=NNC(=O)C1CCC(=O)N/N=C\c1cccc(Cl)c1 (configuration not stated)	2	?	-9	nt	6	-5	0.1	nt
C[C@H]1CN([C@@H](C)CO)C(=O)Cc2cc(NC(=O)C3CC3)ccc2O[C@H]1CN(C)C(=O)Nc1ccc2c(c1)OCO2	4	0	9	7	6	3	-0.2	-0.4
C[C@@H]1CN([C@@H](C)CO)C(=O)c2cc(-c3cccc(C#N)c3)cnc2O[C@H]1CN(C)Cc1cccnc1	1	-2	3	5	-7	2	-0.8	-0.1
Cc1cccc(C(=O)NNC(=O)c2csc(N3CCOCC3)n2)c1C	4	-2	1	nt	-2	-7	-0.1	nt
COc1cc(OC)cc(C2=Cc3ccccc3C(CC(C)=O)N2c2ccc(C#CCCO)cc2)c1 (configuration not stated)	-1	4	-13	nt	nt	1	0.2	0.0
CN1CCN(C(=O)C[C@@H]2CC[C@H]3[C@@H](COC[C@H](O)CN3C(=O)c3ccccc3F)O2)CC1	4	-1	-19	-2	-5	-19	0.0	-0.3
COc1ccc(N(C(=O)c2ccco2)C(C(=O)NC2CCCC2)c2ccc(OC)c(OC)c2)cc1 (configuration not stated)	-5	4	-4	-14	-5	-9	-0.1	-0.1
C[C@H]1CCCCO[C@@H](CN(C)C(=O)Nc2ccccc2)[C@@H](C)CN([C@@H](C)CO)C(=O)c2cc(N(C)C)ccc2O1	-5	-1	7	-5	-4	3	0.1	-0.3
O=C(O)C1C2C=CC(C2)C1C(=O)Nc1ccc(Cl)c(Cl)c1 (configuration not stated)	-6	1	1	-10	-2	0	0.0	0.3
COc1cccc(NC(=O)CN(C)C(=O)c2ccccn2)c1	-1	nt	-9	-6	17	-3	0.2	-1.7
Cc1cc2c(cc1[N+](=O)[O-])NC(CNC(C)C)CC2 (configuration not stated)	4	-1	4	2	-4	-2	0.0	0.2
C[C@H](NC(=O)c1nc[nH]c1C(=O)N(C)Cc1ccccc1)C(=O)OC(C)(C)C	nt	2	-9	1	-2	3	-0.3	-0.1
COC(=O)C[C@@H]1C[C@@H]2c3cc(N(C)C)ccc3O[C@@H]2[C@@H](CO)O1	0	-4	-43	-4	2	5	0.4	2.1
Cc1cc(C)cc(N(CC(=O)NC2CCCC2)C(=O)CNC(=O)c2cccs2)c1	-5	6	-4	-10	3	-8	0.5	-0.2

Single values from the list:
ERAP1 inh result of C[C@H]1CCCCO[C@@H](CN(C)C(=O)Nc2ccccc2)[C@@H](C)CN([C@@H](C)CO)C(=O)c2cc(N(C)C)ccc2O1 : -5
RAD52 anneal inh result of COc1cccc(NC(=O)CN(C)C(=O)c2ccccn2)c1 : -9

Continued.
SMILES	ERAP1 inh	ERp5 inh	RAD52 anneal inh	RAD54 inh	esBAF inh	S100A4 inh HTS	XiGFP reactiv	E-selectin induc
CCOC(=O)C1CCCN(C(=O)/C=C/c2ccc([N+](=O)[O-])cc2)C1 (configuration not stated)	-3	1	-4	-5	nt	-5	-0.1	nt
CCN(C(=O)COC(=O)c1ccc2ccccc2c1)c1c(N)n(Cc2ccccc2)c(=O)[nH]c1=O	3	-2	-4	5	-2	-3	0.1	1.2
O=c1[nH]nc(-c2ccc([N+](=O)[O-])o2)c(=O)[nH]1	7	5	-6	-11	-7	2	0.6	0.0
COc1cccc(S(=O)(=O)Nc2ccc3c(c2)[C@H]2C[C@H](CC(=O)NCc4cccc(F)c4)O[C@H](CO)[C@H]2O3)c1	-2	-11	-13	-11	11	3	0.6	-0.3
CCN(CC)CCNC(=O)Cn1cnc2sc(C)c(S(=O)(=O)N3CCN(c4ncccn4)CC3)c2c1=O	10	-4	-8	nt	-2	3	0.0	nt
